High-throughput results deposited in PubChem BioAssay by National Center for Advancing Translational Sciences (NCATS).
AmpC inh detg = AmpC beta-lactamase inhibition with detergent present; P00811; AmpC hydrolysis of nitrocefin, absorbance 480 nm, 0.01% Triton; Potency, µM (top dose mostly 114 µM), for the others: top-dose activity change, negative = inhibition, hits mostly inhibitors; 370,000 tested, 0.041% active; AID 485294;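 further: potency means the concentration at half of the fitted maximal effect; 0% = no-compound wells and -100% = no-enzyme wells; nearly all actives have a fitted effect of over 25% in size; some results filed as inactive show a strong effect at the top dose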
Target sequence (P00811 whole entry, looked up): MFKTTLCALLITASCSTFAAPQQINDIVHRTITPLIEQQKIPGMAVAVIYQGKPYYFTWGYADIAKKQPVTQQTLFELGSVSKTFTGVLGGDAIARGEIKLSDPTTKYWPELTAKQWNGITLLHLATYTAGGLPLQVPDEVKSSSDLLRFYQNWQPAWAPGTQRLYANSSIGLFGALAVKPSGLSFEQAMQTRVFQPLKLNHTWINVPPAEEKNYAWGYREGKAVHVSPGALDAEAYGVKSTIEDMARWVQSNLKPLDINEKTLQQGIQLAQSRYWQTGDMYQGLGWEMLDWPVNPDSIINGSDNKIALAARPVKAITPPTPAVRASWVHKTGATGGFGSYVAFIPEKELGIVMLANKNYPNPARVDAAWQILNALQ
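AmpC (5.3 nM in the dispensed reagent) in 20 mM phosphate pH 7.0 with 0.01% (detergent screen) or 0.0001% Triton X-100 was preincubated with compounds for 15 min at room temperature. Nitrocefin was then added from an 800 uM solution, and hydrolysis was followed at 480 nm.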
HCMV antiviral = inhibitors of human cytomegalovirus | activity change, negative = inhibition, % at 57.5 µM | HFF cells, HCMV-luciferase reporter, 72 h; stronger effect = lower value | 410,000 tested, 4.5% active; in the data active means activity change below about -60%; inconclusive means no clear call, values can overlap the other calls; inactive means above about -39%
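Human foreskin fibroblasts infected with luciferase-reporter HCMV at MOI 1 PFU/cell, compounds at two doses. Luciferase measured 72 h post infection; normalized to buffer-only basal and Salinomycin (10uM) controls.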
AMA1-RON2 inh = disrupts binding of P. falciparum AMA1 to RON2 | AlphaScreen AMA1-biotinylated RON2 peptide binding | Potency, µM (series often up to 58.2 µM), for inactives: at the top dose activity change, negative = inhibition, hits mostly inhibitors | 360,000 tested, 0.2% active;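 further: potency means the concentration at half of the fitted maximal effect; 0% = vehicle wells and -100% = peptide control; nearly all actives have a fitted effect of over 45% in size; some results filed as inactive show a strong effect at the top dose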
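AMA1 (3D7) with his tag at 25 nM final met compounds first, then biotinylated RON2 peptide at 25 nM; detection used donor plus acceptor beads, 10 µg/mL apiece, read by AlphaScreen after 30 min at room temperature.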
HCV inhibitor = blocks hepatitis C virus; Huh7.5.1 HCVcc-Cre infection, luciferase reporter, 44 h; Potency, µM (top dose mostly 41.8 µM), without a hit: top-dose activity change, negative = inhibition, most hits filed as inhibitors; 340,000 tested, 3.4% active; further: potency means the concentration at half of the fitted maximal effect
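Infectious HCVcc-Cre (~0.5 moi) was added to cells just after compound, with cells seeded 4 h earlier at 1,000 per well. Luciferase activity after 44 h culture reported infection; substrate was incubated 15 min at room temperature before reading.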
FBPA Giardia inh = blocks Giardia fructose-bisphosphate aldolase activity. A8B2U2. purified Giardia FBPA. Potency, µM (highest dose often 59.6 µM), for the others: at the top dose activity, negative = inhibition, actives largely listed as inhibitors. 290,000 tested, 0.71% active; further: potency means the concentration at half of the fitted maximal effect; nearly all actives have a fitted effect of over 55% in size
Target sequence (A8B2U2 whole entry, looked up): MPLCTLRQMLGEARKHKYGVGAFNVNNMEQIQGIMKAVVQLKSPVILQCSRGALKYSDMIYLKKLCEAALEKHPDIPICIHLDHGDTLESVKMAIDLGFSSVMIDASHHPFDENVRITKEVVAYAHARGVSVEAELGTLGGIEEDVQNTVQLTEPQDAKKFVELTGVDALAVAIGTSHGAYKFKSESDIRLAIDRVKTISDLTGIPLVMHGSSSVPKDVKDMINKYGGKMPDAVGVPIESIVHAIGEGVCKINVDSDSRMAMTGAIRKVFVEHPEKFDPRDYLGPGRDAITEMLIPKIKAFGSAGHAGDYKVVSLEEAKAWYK
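40 nM FBPA preincubated 10 min at RT with compound (up to 57.5 uM final), then substrate plus GAPDH/TPI/NAD/arsenate coupling and diaphorase/resazurin added. Fluorescence read after 20 min at RT, 525/598 nm.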
Sm TGR inh = inhibitors of Schistosoma mansoni thioredoxin glutathione reductase | Q962Y6 | purified TGR, DTNB reduction, TNB absorbance 405 nm | 360,000 tested, 3% active | Potency, µM (top dose mostly 114 µM), without a hit: at the top dose activity change, negative = inhibition, hits mostly inhibitors; further: potency means the concentration at half of the fitted maximal effect; nearly all actives have a fitted effect of over 60% in size
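First, TGR (20 nM dispensed) and NADPH were mixed with compound. Second, a 15 min room-temperature incubation followed. Third, further NADPH and then DTNB were added to start the reaction. Finally, TNB absorbance was monitored kinetically.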
An asterisk follows results filed as active; ? = inconclusive; · = no result given; & = joins results of further samples; [ ] = another dose, or the depositor's remark. Unless noted, the call rests on the fitted dose curve; in most records, active means well fitted curve in the direction sought with a large enough effect; inconclusive means small, poorly fitted or top-dose-only effect, or another doubt; inactive means no such curve, though single readings can be large; an effect the other way counts as inactive or inconclusive. Unless noted, on the % scale 0 is the no-effect control and ±100 the full control effect.

SMILES	AmpC inh detg	HCMV antiviral	AMA1-RON2 inh	HCV inhibitor	FBPA Giardia inh	Sm TGR inh
CC(C)CCNC(=O)CN1C(=O)CSc2ccc(S(=O)(=O)N3CCC(C)CC3)cc21	6%	-24	·	·	·	3%
CCOc1ccc(NS(=O)(=O)c2cc(NC(=O)CCS(=O)(=O)c3ccc(C)cc3)ccc2OC)cc1	?	-26	-7%	?	-1%	2%
COc1ccccc1NC(=O)C1CCN(S(=O)(=O)c2cccc3nonc23)CC1	0%	-35	0%	-6%	4%	5%
O=C(NC1CCCCC1)C(c1cccnc1)N(C(=O)c1ccc(Cl)nc1)C1CCCCC1 (stereo unspecified)	3%	-10	3%	27%	12%	-10%
CCN(C(=O)c1cccc(Br)c1)c1ccccc1	4%	?	6%	16%	-12%	5%
C=CC[C@@H](CC(=O)NCCO)C(=O)N[C@@H](COC(=O)[C@@H](CC=C)CC(=O)OC(C)(C)C)Cc1c[nH]c2ccccc12	·	-6	-2%	-6%	·	·
CCc1ccc(C(=O)COC(=O)c2cc([N+](=O)[O-])ccc2NCCO)cc1	-4%	-26	6%	?	-7%	-6%
CCOC(=O)[C@H]1[C@H]2COc3ccc(Br)cc3[C@@H]2N2C(=O)c3cc(Br)ccc3NC(=O)[C@@]12C	0%	-17	-2%	?	·	3%
O=C1NC(=O)C(=Cc2ccc(-c3ccccc3[N+](=O)[O-])o2)C(=O)N1	2%	-2	?	31%[activator]	-23%	-3%
Fc1ccc(/C=N/Nc2nc(-c3cccnc3)nc3ccccc23)cc1	5%	-5	32%[activator]	-29%	-23%	0%
CCC1(c2ccc(OC)cc2)NC(=O)N(CC(=O)N2CCc3ccccc32)C1=O (stereo unspecified)	?	-3	-1%	18%	·	4%
COc1ccc2nc3ccccc3nc2c1NC(=O)c1ccc(Br)cc1	?	-27	-6%[11.6 µM]	6%	?	-2%
CC1CC(C)CN(S(=O)(=O)c2ccc3c(c2)oc(=O)n3CC(=O)N(C)Cc2ccccc2)C1 (stereo unspecified)	-17%	-79*	-9%	-28%	-11%	-14%
COC(=O)c1cc(NC2c3ccccc3C(=O)N2CCN2CCOCC2)cc(C(=O)OC)c1 (stereo unspecified)	-17%	15	-3%	14%	0%	-24%
CC(=O)Nc1ccc(Nc2nnc(-c3ccc(C)c(S(N)(=O)=O)c3)c3ccccc23)cc1	-5%&-13%	?	25%	1%	6%	6%&-12%
COc1ccc(C)cc1NC(=O)CSc1nc2ccccc2nc1N1CCCC1	?	27	14%	2%	13%	8%
COc1ccccc1C(=O)Nc1ccccc1C(=O)N1CCCC1	-10%	-26	6%	-2%	5%	1%
Cc1ccc(Cl)c(NC(=O)Nc2csc3c2CCCC3)c1	16%	-17	·	·	·	9%
COc1ccc(CN2CCN(C(=O)C3CCN(S(=O)(=O)c4cccs4)CC3)CC2)c(OC)c1OC	5%	-39	-4%	?	1%	0%
COCCCNS(=O)(=O)c1cccc(S(=O)(=O)c2cccc(S(=O)(=O)NCCCOC)c2)c1	-5%	-38	8%	-22%	0%	7%
Cc1nc2sccn2c(=O)c1S(=O)(=O)NCc1ccc(F)cc1	12%	5	·	·	·	0%
Clc1ccc(-c2c[nH]c3ccccc23)nn1	6%	?	4%	-2%	-4%	3%
CC(C)C(C)NC(=O)CSc1nnc(-c2c[nH]c3ccccc23)o1 (stereo unspecified)	-7%	-9	6%	-9%	-6%	10%
COc1ccc(C(=O)Cn2cnc3ccc(Cl)cc3c2=O)cc1F	8%	-34	18%	7%	9%	10%
C=CCn1c(COc2ccc(Cl)cc2)nnc1SCC(=O)N/N=C/c1cccc(O)c1	?	7	8%	11%	4%	-4%
C#CCOCCOCCOCCNc1nc(N2CCN(C(=O)Cn3cc(CCCCN)nn3)CC2)nc(N2CCN(C(=O)Cn3cc(CCCCN)nn3)CC2)n1	-6%	10	-2%	?	-3%	-14%
CCC(=O)Nc1ccc(N/C(N)=N/c2nc(C)cc(C)n2)cc1	2%	15	4%	?	0%	18%
CCOc1ccc(-n2c(C)c(C(=O)OC)c3cc(O)ccc32)cc1	-5%	-39	9%	-3%	-7%	-15%
COc1ccc(NC(=O)C2Cc3ccccc3C(=O)O2)cc1 (stereo unspecified)	6%	-4	-4%	2%	-7%	-1%
CCOC(=O)COc1ccc2nsnc2c1Cl	-13%	27	33%[activator]	7%	6%	6%
COc1ccc(N2CCN(C(=O)COC(=O)COc3cccc(C(F)(F)F)c3)CC2)cc1	-1%	?	-2%	13%	·	-11%
CCOC(=O)c1ccc(NC(=O)CCc2nc(-c3ccc(C)cc3)no2)cc1	?	-30	3%	8.9µM*	6%	0%
CCCOC(=O)c1ccc(Nc2nc3ccccc3nc2-n2nc(C)cc2C)cc1	11%	3	·	·	·	0%
CCn1cc2nc(SCc3cccc(Cl)c3)n(Cc3ccc(C)cc3)c(=O)c2n1	20%	-11	·	·	·	8%
O=C(OCCN1C(=O)c2ccccc2C1=O)c1ccc(S(=O)(=O)N2CCCCCC2)cc1	-4%	15	-2%	14%&11%	2%	-1%
Cn1cnnc1SCC(=O)c1ccc2c(c1)OCCO2	-5%	-2	12%	5%	-7%	-31%
Cc1ccccc1NC(=O)NCc1ccccn1	·	18	11%	7%	·	·
O=C(COc1ccccc1O)NC1CCCC1	-17%	-33	3%	-8%	·	-2%
CCc1ccc(Nc2cc(C)nc3nc(Cc4ccc(Cl)cc4)nn23)cc1	-2%	-92*	·	·	·	-7%
CCOc1ccc(CN2CCNC(=O)C2CC(=O)OC)cc1 (stereo unspecified)	?	-24	5%	12%	-13%	-13%
Cc1ccc(NC(=O)CN2C(=O)S/C(=C\c3ccc(OCC(=O)O)c(Br)c3)C2=O)cc1	-12%	8	-1%	12%	5%	-4%
CC(=O)Nc1cc(C(C)C)c(O)c(C(C)C)c1	?	1	-8%	1%	-2%	0%
COc1ccc(NC(=O)CSc2ncc3c(n2)-c2cc(Cl)ccc2N(Cc2ccccc2F)S3(=O)=O)cc1	?	8	·	·	·	-20%
CN(C(=O)c1cccc(NC(=O)Cc2cccc([N+](=O)[O-])c2)c1)C1CC1	·	48	7%	?	·	·
CC1=C(C(=O)Nc2ccc(C)cc2C)C(c2ccccc2C)n2ncnc2N1 (stereo unspecified)	-4%	0	·	·	·	0%
O=S(=O)(c1cccs1)N1CCN(c2ccccc2F)CC1	-5%	?	8%	-2%	-2%	2%
CCCCn1c(N)c(N(CCOC)C(=O)CCNC(=O)NC23CC4CC(CC(C4)C2)C3)c(=O)[nH]c1=O	·	-26	5%	11%	·	·
Cc1ccc(S(=O)(=O)Nc2cccc(-c3cn4cccc(C)c4n3)c2)c(C)c1	11%	-36	·	·	·	2%
COc1ccc(OC)c(NC(=O)C2CCCN(S(=O)(=O)c3cccc4nonc34)C2)c1 (stereo unspecified)	-8%	7	-3%	8%	0%	-9%
Cc1ccc(-c2nn(-c3ccccc3)cc2/C=C/C(=O)Nc2cccc(S(N)(=O)=O)c2)cc1	2%	?	-4%	-18%	-11%	6%
O=C(CN1CCN(Cc2ccc3c(c2)OCO3)CC1)Nc1cc(S(=O)(=O)N2CCCC2)ccc1Cl	4%	?	-8%	6.3µM*	0%	4%
c1coc(-c2ccnc3nc(-n4cccc4)nn23)c1	?	-10	-13%	?	1%	-14%
O=C(c1ccco1)N1N=C(c2ccc(Cl)cc2)CC1c1ccco1 (stereo unspecified)	1%	?	-3%	?	0%	-27%
CCn1ccnc1CNC(=O)C1CCC(=O)N(Cc2ccccc2F)C1 (stereo unspecified)	-1%	-33	5%	-5%	-8%	-21%
O=C1C=C(Nc2ccc(Cl)cc2)CC(c2ccco2)C1 (stereo unspecified)	-5%	?	5%	?	6%	-4%
COc1ccc(CC2CCOC2=O)cc1 (stereo unspecified)	?	36	-10%	21%	-2%	-23%
CCOc1cc(N2CCOCC2)c(OCC)cc1NC(=S)NCCCOC	-8%	-36	?	7%	?	-10%
O=C(CCNC(=O)c1ccccc1)N/N=C/c1ccc([N+](=O)[O-])cc1	3%	-28	19%	4%	6%	1%
Cc1ccc(/C=C(\C#N)C(=O)NCCN2CCOCC2)cc1	-4%	-23	3%	4%	-2%	-6%
Cc1cc(/C=C2/NC(=S)NC2=O)c(C)n1-c1cccnc1	6%	41	-5%	-3%	-16%	-26%
The list goes on.
SMILES	AmpC inh detg	HCMV antiviral	AMA1-RON2 inh	HCV inhibitor	FBPA Giardia inh	Sm TGR inh
COc1ccc(-c2cc(C(=O)N3CCN(c4ccccn4)CC3)c3ccccc3n2)cc1	1%	58	-2%	?	-2%	7%
COc1ccc(NC(=O)N2CCC(c3nc4ccccc4[nH]3)CC2)cc1	2%	7	-5%	3%	-12%	10%
CNC(=O)c1c(O)c2cccc3c2n(c1=O)CC3	·	?	0%	10%	·	·
CCOC(=O)c1cnc2nc(C)nn2c1N	-1%	-10	2%	9%	2%	4%
CCCC(=O)c1ccc(OC(=O)c2c(-c3ccccc3Cl)noc2C)cc1	-5%	-20	·	·	·	1%
CCCC[C@H]1COCCS(=O)(=O)N1Cc1cccc(Cl)c1	?	-24	-2%	-8%	9%	0%
CCOC(=O)c1[nH]c(C)c(CCC(=O)Nc2cc(C)ccc2OC)c1C	26%	-22	·	·	·	-4%
CC(C)(Oc1ccc(Br)cc1)C(=O)Nc1cc(-c2nc3ccccc3[nH]2)ccc1Cl	-2%	-16	·	·	·	8%
Cc1ccccc1Cn1c(=O)n(CCCCC(=O)NCc2ccc3c(c2)OCO3)c(=O)c2ccccc21	13%	-33	·	·	·	-1%
CC(CC(=O)N1CCc2ccccc21)n1cccn1 (stereo unspecified)	3%	70	-3%	9%	3%	1%
Cc1ccc(NC(=S)NCCN(C2CCCCC2)C2CCCC2)cc1	16%	?	3%	?	0%	-2%
COc1cc(C(=O)NCCCc2ccccc2)cc(OC)c1OC	?	76	16%	10%	21%	-5%
Cc1cccc(NS(=O)(=O)c2cccc(C(=O)N3CCCCCC3)c2)c1	?	-16	8%	0%	·	-3%
CCC(C)NC(=O)C1CCCN1S(=O)(=O)c1ccc(Cl)cc1 (stereo unspecified)	-8%	22	1%	?	0%	-7%

Arranged by formula weight (ascending): part of the list above.
SMILES	AmpC inh detg	HCMV antiviral	AMA1-RON2 inh	HCV inhibitor	FBPA Giardia inh	Sm TGR inh
CCOC(=O)c1cnc2nc(C)nn2c1N	-1%	-10	2%	9%	2%	4%
CCCC[C@H]1COCCS(=O)(=O)N1Cc1cccc(Cl)c1	?	-24	-2%	-8%	9%	0%
Cc1ccc(NC(=S)NCCN(C2CCCCC2)C2CCCC2)cc1	16%	?	3%	?	0%	-2%
COc1ccc(-c2cc(C(=O)N3CCN(c4ccccn4)CC3)c3ccccc3n2)cc1	1%	58	-2%	?	-2%	7%
CC(C)(Oc1ccc(Br)cc1)C(=O)Nc1cc(-c2nc3ccccc3[nH]2)ccc1Cl	-2%	-16	·	·	·	8%
